TAAR1 antag – human TAAR1 antagonism; CHO RD-HGA16 TAAR1, Fluo-8 calcium fluorescence, antagonist; inhibition, % at 3 µM; 360,000 compounds, 1.5% hits; AID 624466;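 active = inhibition above a per-plate cutoff, the mean inhibition of test compounds on that plate plus 3 SD, cut at about 49% in these data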;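 note: 0% = DMSO plus EC80 beta-PEA response and 100% = DMSO alone without agonist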
Target sequence (Q96RJ0 whole entry, looked up): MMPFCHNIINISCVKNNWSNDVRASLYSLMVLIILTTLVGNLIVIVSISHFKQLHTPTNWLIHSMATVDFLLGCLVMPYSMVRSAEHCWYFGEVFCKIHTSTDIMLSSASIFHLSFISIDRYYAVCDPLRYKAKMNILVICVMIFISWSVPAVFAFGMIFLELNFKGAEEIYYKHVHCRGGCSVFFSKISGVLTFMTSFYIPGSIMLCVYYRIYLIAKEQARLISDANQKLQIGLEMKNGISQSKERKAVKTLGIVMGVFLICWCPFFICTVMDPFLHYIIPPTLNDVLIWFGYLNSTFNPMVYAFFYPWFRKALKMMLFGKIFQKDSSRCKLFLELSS
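test system = CHO RD-HGA16 cells bearing hTAAR1 | replication = singlicate | controls = DMSO-only wells and EC80 β-PEA-stimulated wells | reagent = EC80 β-phenethylamine stimulus | read-out basis = percent inhibition of PEA-evoked calcium signal, max/basal emission ratio | schedule = seeding 17-24 h prior, 75-min 37 °C, 30-min RT dye loading | signal = kinetic Fluo-8 calcium fluorescence measurement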
M1 ag parental – M1 agonist counterscreen hit in parental CHO-K1 cells | Fluo-8 calcium fluorescence; scaled to maximal ATP response, vehicle zero | activation, % at 3 µM | 360,000 compounds, 0.48% hits | AID 602248; in the data active = activation above about 15%;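 note: untransfected CHO-K1 host cells lacking M1 receptor as counterscreen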
TAAR1 ag – human TAAR1 agonism; Q96RJ0; CHO RD-HGA16 TAAR1, Fluo-8 calcium fluorescence; vehicle wells 0%, saturating PEA agonist 100%; activation, % at 3 µM; 360,000 compounds, 0.99% hits; AID 624467;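 active = activation above the mean activation of all test compounds in the run plus 3 SD, cut at about 38% in these data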
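Assay system – CHO-derived RD-HGA16 cells with stable Gα16 and human TAAR1 · Compound dosing – one-point dosing at 3 µM (nominal) · Incubation – 17-24 h seeding, 75 min 37 °C dye, 30 min RT · Measured by – kinetic Fluo-8 calcium fluorescence · Control set – DMSO vehicle as 0%, PEA at EC100 as 100% · Repeats – single well for each compound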
CHO-K1 Ca PAM – nonselective activator or artifact in parental CHO-K1 calcium assay | ATP EC20, Fluo-8 calcium fluorescence; 0% at ATP EC20, 100% at ATP max | 360,000 compounds, 0.02% hits | activation, % at 3 µM | AID 602247;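 active = activation above the run cutoff, the mean activation of all test compounds plus 3 SD, cut at about 40% in these data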;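 note: peak over basal fluorescence ratio in a 140 s read after ATP addition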
CHO-K1 Ca antag – M1 antagonist counterscreen hit in parental CHO-K1 cells; AID 602250; inhibition, % at 3 µM; ATP-induced calcium, Fluo-8 fluorescence; 360,000 compounds, 0.6% hits;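 active = inhibition above a per-plate cutoff, the plate's mean sample inhibition plus 3 SD, cut at about 24% in these data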;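 note: 0% = DMSO plus EC80 ATP and 100% = DMSO alone without ATP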
CHRM1 PAM – positive allosteric modulators of human M1 muscarinic receptor; CHO-K1 hM1, Fluo-8 calcium fluorescence, ACh EC20; 0% = ACh EC20, 100% = maximal ACh; 360,000 compounds, 0.088% hits; P11229; AID 588819; activation, % at 3 µM; in the data active = activation above about 19%, passing the limit was not always enough
Target sequence (P11229 whole entry, looked up): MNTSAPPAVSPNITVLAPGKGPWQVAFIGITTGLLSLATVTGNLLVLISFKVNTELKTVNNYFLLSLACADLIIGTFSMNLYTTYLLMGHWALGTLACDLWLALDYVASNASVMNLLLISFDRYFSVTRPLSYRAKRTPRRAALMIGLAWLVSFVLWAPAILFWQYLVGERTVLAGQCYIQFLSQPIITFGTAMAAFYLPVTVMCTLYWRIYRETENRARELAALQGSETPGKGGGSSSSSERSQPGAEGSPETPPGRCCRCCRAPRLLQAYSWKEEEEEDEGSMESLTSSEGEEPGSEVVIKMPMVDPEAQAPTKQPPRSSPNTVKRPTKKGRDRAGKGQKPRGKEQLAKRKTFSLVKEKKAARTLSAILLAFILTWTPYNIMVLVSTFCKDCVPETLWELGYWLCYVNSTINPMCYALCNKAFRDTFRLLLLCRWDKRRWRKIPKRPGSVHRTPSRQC
M1 ag – agonists of human M1 muscarinic receptor. CHO-K1 hM1, Fluo-8 calcium fluorescence, agonist mode; 0% DMSO, 100% acetylcholine EC100. activation, % at 3 µM. 360,000 compounds, 0.33% hits;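 active = activation above the run's mean compound activation plus 3 SD, cut at about 16% in these data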;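 note: peak over basal fluorescence ratio within a 140 s kinetic read after compound addition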
CHO parental Ca – counter-screen: ATP calcium response change in parental CHO cells; parental CHO-K1, ATP-induced calcium, Fluo-8 fluorescence; inhibition, % at 5.6 µM; 330,000 compounds, 0.63% hits;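 active = inhibition above that plate's mean sample inhibition plus 3 SD, cut at about 26% in these data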;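 note: 0% = ATP-challenged DMSO wells and 100% = DMSO wells without ATP; some compounds past the cut are filed as inactive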
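test system = CHO parental line | reagent = ATP stimulus | measured by = intracellular calcium via Fluo-8 no-wash fluorescent dye | control set = ATP and no-ATP DMSO wells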
CHRM1 antagonist – antagonists of human M1 muscarinic receptor. P11229. CHO-K1 hM1, Fluo-8 calcium fluorescence, ACh EC80 antagonist. inhibition, % at 3 µM. 360,000 compounds, 1.3% hits;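 active = percent inhibition above its own plate's cutoff, namely the mean of that plate's compound wells plus 3 SD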;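 note: peak over basal fluorescence ratio during 140 s after agonist addition; 0% = ACh EC80 plus DMSO and 100% = DMSO alone without agonist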
The depositor's hits bear a star; nt = no result given.

SMILES | TAAR1 antag | M1 ag parental | TAAR1 ag | CHO-K1 Ca PAM | CHO-K1 Ca antag | CHRM1 PAM | M1 ag | CHO parental Ca | CHRM1 antagonist
O=C(O)c1ccc(Cn2c(=S)[nH]c3cc(Cl)ccc3c2=O)cc1 | -13 | 0.0 | 0 | 4 | -4 | 9 | 1 | 0 | -9
O=C(CC1CCCCC1)NCCOc1ccccc1 | 4 | 0.1 | 0 | 17 | -8 | 2 | -6 | -12 | -2
C[C@H](CO)N1C[C@H](C)[C@@H](CN(C)C(=O)Nc2ccccc2)Oc2c(NC(=O)Nc3ccc(C(F)(F)F)cc3)cccc2C1=O | 49* | 0.1 | 13 | -6 | 5 | 6 | -3 | -2 | 3
CCn1nccc1NC(=O)c1csc([C@@H]2O[C@H](CO)[C@H](O)[C@H](O)[C@H]2O)n1 | 1 | 0.5 | 2 | 23 | -1 | 6 | -2 | nt | -6
Cc1cccc(-n2ncc3c(=O)[nH]c(SCC(=O)Nc4cc(C)on4)nc32)c1 | -11 | 0.7 | 5 | 6 | -10 | 0 | 0 | -14 | -8
Cc1ccc(-c2csc(NC(=S)NC(=O)c3cc4ccccc4o3)n2)cc1 | 13 | -0.3 | 0 | 5 | -4 | 4 | -4 | 1 | -6
O=C1CC(c2ccco2)CC(O)=C1C=NCCN1CCN(C2CC(=O)N(c3ccccc3)C2=O)CC1 (stereo not given) | -3 | 1.6 | 6 | 25 | -8 | 7 | -6 | nt | -8
Cc1ccccc1N(CC(=O)Nc1ccc(S(=O)(=O)N2CCOCC2)cc1)S(C)(=O)=O | 16 | 1.1 | 2 | 20 | -6 | 11 | -13 | 10 | -10
C=CCOc1cccc(CNCCCN2CCOCC2)c1 | 14 | 0.0 | 6 | 7 | -10 | 2 | -3 | -16 | -1
COc1ccc(S(=O)(=O)N2CCN(CC(O)CN3CCOCC3)CC2)cc1 (stereo not given) | -18 | -0.3 | 8 | 0 | 8 | 16 | -7 | -10 | -17
O=C(COC(=O)c1cc([N+](=O)[O-])ccc1N1CCOCC1)NCc1ccc(F)cc1 | -12 | 0.8 | 1 | -23 | 1 | 13 | 3 | -14 | 0
O=c1c2cc(Br)ccc2nc(-c2ccc([N+](=O)[O-])cc2)n1O | 0 | 2.3 | 6 | 10 | 1 | 10 | -8 | -5 | -13
O=C(CC[C@H]1O[C@@H](n2ccc(=O)[nH]c2=O)[C@H](O)[C@@H]1O)N[C@H](Cc1ccccc1)C(=O)NCCCc1ccccc1 | 1 | 0.2 | 2 | 5 | 2 | 2 | -6 | nt | -4
CCN1CCCC1CNC(=O)Cn1nc(C)n2nc(-c3ccccc3)cc2c1=O (stereo not given) | 0 | 0.6 | 4 | 11 | -17 | 6 | -10 | 0 | -10
O=C1OCc2ccc(NC(=O)c3ccccc3C(=O)O)cc21 | -10 | 0.5 | 3 | 12 | -9 | 16 | -2 | 0 | -14
O=C(CSc1nnc(-c2cccc(Cl)c2)o1)Nc1ccc2c(c1)OCCO2 | -4 | 0.0 | 9 | -2 | 11 | 3 | -3 | -6 | -6
Cc1c(NC(=O)CSc2nc(N)cc(N)n2)c(=O)n(-c2ccccc2)n1C | 0 | 0.4 | 1 | 14 | -22 | 10 | -4 | -8 | -9
COc1cccc(-c2nc(CS(=O)(=O)c3ccccc3)no2)c1 | -16 | 1.3 | 5 | 21 | -13 | 4 | -3 | -15 | -6
O=C(Nc1nc2ccc(F)cc2s1)C1=NN(c2ccccc2)C(=O)CC1 | 4 | 0.7 | 4 | 18 | 2 | 2 | -8 | -7 | -2
CCCc1cc(C(=O)N2CCN(C(c3ccccc3)c3ccccc3)CC2)no1 | 23 | 0.8 | 2 | 20 | -9 | -7 | -11 | -6 | -9
CC(C)Cn1c(=O)oc2ccccc21 | 16 | 1.4 | 0 | 23 | -12 | 12 | -4 | -8 | -11
CC(C)c1[nH]nc2c1C(c1ccc(OC(=O)c3ccco3)cc1)C(C#N)=C(N)O2 (stereo not given) | 17 | 0.4 | 16 | -13 | -4 | 6 | -2 | -6 | -10
COc1cc(/C=C(\NC(C)=O)C(=O)O)cc(OC)c1OC | -27 | -0.4 | 2 | -11 | 8 | 16 | -2 | -5 | -24
COc1ccc(CNc2nc(-c3cccnc3)nn2S(C)(=O)=O)cc1 | 7 | 1.2 | 4 | 12 | -4 | 13 | -15 | -6 | -3
Cc1ccc(CC(=O)NCC(C)C)cc1 | 7 | -0.1 | 7 | 4 | -29 | 8 | -1 | -1 | -16
CC(C)n1ncc2c(C(=O)NCC(=O)Nc3ccccc3Br)cc(C3CC3)nc21 | nt | 0.4 | nt | 3 | -6 | -5 | -5 | -35 | 10
CCOc1ccc(OCC)c(NC(=O)C2CCN(S(=O)(=O)c3ccc4c(c3)CC(C)N4C(C)=O)CC2)c1 (stereo not given) | -14 | -0.6 | -4 | -10 | -10 | 6 | -4 | -23 | -12
Cc1ccc(C(=O)OCC(=O)c2ccc[nH]2)s1 | 15 | 0.9 | 0 | 2 | -7 | 1 | -5 | -10 | 4
CCN(CC)S(=O)(=O)c1ccc(N2CCOCC2)c(NC(=O)c2cc(Cl)c3c(c2)OCO3)c1 | -17 | -0.7 | -1 | 4 | -5 | 0 | -2 | -5 | 2
Cc1ccc(S(=O)(=O)/N=C/N(C)C)cc1 | 9 | 10 | 3 | 13 | 7 | 9 | -6 | -2 | 0
C=CCc1c(C)c(C#N)c2nc3ccccc3n2c1N1CCCCC1 | -22 | -0.3 | 1 | -7 | 4 | 3 | -3 | -24 | -8
COc1cc(C=C2CCCC(=Cc3ccc(OCC4CO4)c(OC)c3)C2=O)ccc1OCC1CO1 (stereo not given) | 61* | 8.4 | 11 | 3 | 10 | -9 | 4 | nt | 33
COC(=O)Nc1ccc(C)cc1NC(=O)OC | -14 | 0.8 | 1 | 17 | -9 | 10 | -1 | -9 | -18
O=Cc1cn(Cc2ccccc2)nc1-c1cccnc1 | -21 | 0.6 | 2 | 11 | -4 | 4 | -3 | -14 | -8
COc1ccccc1C(=O)Nc1nnc(C)s1 | 23 | 1.4 | 14 | 9 | 4 | -1 | -3 | -16 | 5
c1ccc(Oc2ccc(-c3ccnc4ncnn34)cc2)cc1 | -5 | 0.7 | -1 | 6 | -9 | 10 | -7 | -10 | -19
CC[C@]12c3[nH]c4ccc(Cl)cc4c3CCN1C(=O)[C@@H](CC(=O)NC/C=C(\C)CCC=C(C)C)C[C@@H]2C(=O)N1CCN(C(=O)C2CC2)CC1 | 18 | -0.3 | 0 | 4 | -12 | 0 | -11 | -14 | -9
CC(=O)COC(=O)C1=NN(c2ccccc2)C(=O)CC1 | -18 | 0.7 | 2 | 11 | -10 | 5 | -4 | -9 | -11
CCCCc1cc2c(c(NC(=O)CC)n1)c(=O)oc1ccccc12 | -17 | 0.2 | 5 | 13 | -7 | -2 | -5 | nt | 0
CCCCN1CC(=O)N2[C@H]3c4cc(OC)ccc4OC[C@@H]3[C@H](C(=O)OCC)[C@]2(C)C1=O | -1 | 1.6 | 4 | 29 | -15 | 11 | -3 | -18 | -18
COc1cccc2cc(CC(=O)c3ccc(C)c(C)c3)c(=O)oc12 | 34 | 1.6 | 7 | 6 | -13 | -1 | -3 | -5 | 4
COC(=O)c1sccc1NC(=S)NCc1ccc(Cl)cc1 | 6 | 0.9 | 1 | 8 | -10 | 10 | -2 | -12 | -13
CN(CC1CCCO1)S(=O)(=O)c1ccc(C(=O)Nc2ccc(F)cc2)cc1 (stereo not given) | 1 | 5.4 | 1 | -4 | -6 | 4 | 0 | 2 | -5
CS(=O)(=O)N(CC(=O)NC1CCCCC1)c1cccc(F)c1 | 17 | 0.6 | 1 | 10 | -19 | 7 | -3 | -4 | -6
N#C/C(=N\Nc1ccc(Cl)cc1)C(=O)c1ccccc1 | 4 | 6.8 | 1 | -3 | 31* | -2 | 7 | 32 | 15
CC(=O)c1cc(O)c2ccccc2c1O | -4 | 0.7 | 0 | 10 | -12 | 4 | -1 | -3 | -11
COc1ccc(C(=O)N2C=Cc3ccccc3C2C(N)=O)cc1 (stereo not given) | 2 | 9.7 | 1 | 6 | 8 | 7 | 0 | nt | -9
NC(=O)/C(=C\c1ccncc1)c1cccc2ccccc12 | 4 | 1.6 | -1 | -8 | -8 | 4 | -4 | -4 | 1
Cc1ccc(S(=O)(=O)N(C)C)cc1NC(=O)c1cc(=O)[nH]c2ccccc12 | -3 | 0.0 | -3 | -7 | 6 | -4 | -4 | -3 | 4
CCCc1cc(=O)oc2c(C)c(OCC(=O)N3CCC(C(=O)O)CC3)ccc12 | -4 | 0.2 | 3 | 13 | 2 | 13 | 0 | -6 | -14

Entries of single compounds, looked up by structure.
Listed for COC(=O)c1sccc1NC(=S)NCc1ccc(Cl)cc1 → TAAR1 antag = 6; M1 ag parental = 0.9; TAAR1 ag = 1; CHO-K1 Ca PAM = 8; CHO-K1 Ca antag = -10; CHRM1 PAM = 10; M1 ag = -2; CHO parental Ca = -12; CHRM1 antagonist = -13
Listed for CCCc1cc(=O)oc2c(C)c(OCC(=O)N3CCC(C(=O)O)CC3)ccc12 → TAAR1 antag = -4; M1 ag parental = 0.2; TAAR1 ag = 3; CHO-K1 Ca PAM = 13; CHO-K1 Ca antag = 2; CHRM1 PAM = 13; M1 ag = 0; CHO parental Ca = -6; CHRM1 antagonist = -14

The results go on.
SMILES | TAAR1 antag | M1 ag parental | TAAR1 ag | CHO-K1 Ca PAM | CHO-K1 Ca antag | CHRM1 PAM | M1 ag | CHO parental Ca | CHRM1 antagonist
COc1ccc(Nc2ccccc2N)cc1 | -3 | 1.2 | 0 | -3 | -13 | -6 | -5 | -15 | 15
O=C(N/N=C/c1ccccn1)c1ccc([N+](=O)[O-])cc1Cl | -8 | 0.0 | 1 | -10 | 9 | 10 | -2 | -2 | -15
CSc1ccc(/C=N/NC(=O)CNc2cccc3ccccc23)cc1 | -4 | 0.8 | 1 | 21 | -10 | 3 | -9 | -15 | -4
Cc1onc(-c2ccccc2)c1-c1nc2cc(Cl)ccc2c(=O)o1 | -30 | 0.1 | 0 | 8 | -15 | 5 | -4 | -9 | -8
Fc1ccc(NC(=S)SCc2ccc3c(c2)OCO3)cc1F | 22 | 5.5 | 7 | -6 | 16 | -7 | 4 | nt | 11
CCOC(=O)c1c(-n2c(C)cc(C=O)c2C)sc2c1CCCC2 | -22 | 0.0 | 14 | -1 | 0 | -16 | -7 | -3 | 12
CCOC(=O)c1c(-c2cc(OC)c(OC)c(OC)c2)csc1NC(=O)c1ccccc1 | 25 | 0.5 | 1 | 21 | -21 | 4 | -3 | nt | -15
COc1ccc(-c2cc(C(F)(F)F)nc(N)n2)cc1 | 4 | 0.1 | -2 | 14 | -9 | 3 | -2 | 7 | -7
CCOc1ccc(N2C(=O)CS/C2=C(\C(Cl)=C(Cl)Cl)[N+](=O)[O-])cc1 | nt | 0.9 | nt | 6 | -2 | 2 | -5 | -10 | -1
O=C(O)C/C(=C\c1cc(Cl)c2c(c1)OCO2)c1nc2ccccc2s1 | -13 | 1.6 | 1 | 0 | -17 | 8 | -4 | 0 | -2
